hcGAS lum – inhibitors of human cGAS; inhibition, % at 12.5 µM; Q8N884; AID 1259398; recombinant h-cGAS, ATP depletion, Kinase-Glo luminescence; 0.081% of 290,000 active;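 further: 0% = vehicle reaction and 100% = reaction without DNA for no activity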
Target sequence (Q8N884 whole entry, looked up): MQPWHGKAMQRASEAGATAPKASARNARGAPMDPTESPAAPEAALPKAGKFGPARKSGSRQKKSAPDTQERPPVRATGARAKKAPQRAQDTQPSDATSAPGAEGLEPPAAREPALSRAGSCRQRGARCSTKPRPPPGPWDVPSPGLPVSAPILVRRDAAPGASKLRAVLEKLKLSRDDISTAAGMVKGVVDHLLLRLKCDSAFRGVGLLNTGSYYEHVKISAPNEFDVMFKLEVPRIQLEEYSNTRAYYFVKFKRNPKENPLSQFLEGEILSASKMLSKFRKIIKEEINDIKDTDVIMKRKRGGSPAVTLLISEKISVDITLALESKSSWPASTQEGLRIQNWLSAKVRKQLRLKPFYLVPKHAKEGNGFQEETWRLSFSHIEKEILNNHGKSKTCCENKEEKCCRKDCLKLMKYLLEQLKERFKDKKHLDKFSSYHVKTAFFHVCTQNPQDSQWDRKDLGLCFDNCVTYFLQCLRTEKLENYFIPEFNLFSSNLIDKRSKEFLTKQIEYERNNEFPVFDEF
NPYLR7 agonist – activates Aedes aegypti NPYLR7 receptor; HEK293T NPYLR7/Galpha15, GCaMP6s calcium fluorescence; activation, % at 10 µM; 0.15% of 270,000 active; AID 1259423; in the data active means activation above about 40%;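 further: 0% = vehicle and 100% = reference agonist at the receptor; some compounds past the cut are filed as inactive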
mcGAS inh – blocks mouse cGAS activity | recombinant cGAS, Kinase-Glo ATP depletion luminescence | Q8C6L5 | inhibition, % at 12.5 µM | 0.15% of 160,000 active | AID 1259399;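 further: 0% = negative control wells and 100% = reference inhibitor with no enzyme activity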
Active calls of the source: *; x = not tested or not shown; & = joins results of further samples; ! = not active in a repeat. Unless noted, no stated cut-off is given here; in the data, active means inhibition above about 40%; inactive means the rest.

cpd	smiles	hcGAS lum	NPYLR7 agonist	mcGAS inh
1	CC(=O)SC1CC2=CC(=O)CC[C@]2(C)C2CC[C@@]3(C)C(CC[C@@]34CCC(=O)O4)C12 (stereo partly drawn)	15	3	-3
2	O=c1c2nnn(-c3ccc(F)cc3)c2ncn1Cc1cccc(C(F)(F)F)c1	-2	8	x
3	CC(=O)N1CCN(c2nc(SCc3cccc(C(=O)N4CCCC4)c3)nc(C)c2C)CC1	-4	4	-4
4	Cc1cc2c(C(C)C)c(O)c(O)c(C=O)c2c(O)c1-c1c(C)cc2c(C(C)C)c(O)c(O)c(C=O)c2c1O	-7&35	-3	48*!
5	COC(=O)c1sc(N)nc1C1CC1	-7	0	x
6	O=C(CCCSc1nnc(-c2cccs2)n1C1CC1)c1cccs1	-3	2	-4
7	COCCNC(=O)Cn1nc(C(C)C)c2cnn(-c3ccc(C)c(C)c3)c2c1=O	-4	6	x
8	COC(=O)c1cnc(N(C)S(=O)(=O)c2cnn(C(C)C)c2)s1	5	0	x
9	Cc1cccc(NC(=O)CCC2CCN(S(=O)(=O)N(C)C)CC2)c1	-6	19	x
10	Cc1ccccc1-n1ncc(C(=O)NCC2CCCO2)c1C1CC1 (stereo not drawn)	-2	1	-2
11	O=C(CSc1nnc(-c2ccccc2Cl)n1-c1ccccc1Cl)OCc1ccccc1	-11	18	-5
12	O=C(CC(c1ccccc1)(c1ccccc1)c1ccccc1)N1CCC(c2ccccc2)CC1	-7	-2	-3
13	COc1ccc(C(=O)Nc2ccc(Nc3ccc(-n4nc(C)c(C)c4C)nn3)cc2)cc1OC	-6	-7	-8
14	O=C(c1ccc(F)c(F)c1)N1CCN(c2nccc(-c3ccco3)n2)CC1	-7	-3	-7
15	COC(C(=O)Nc1ccnn1C1CCN(Cc2ccc3nonc3c2)CC1)c1ccccc1 (stereo not drawn)	6	-4	0
16	O=C(NC1CCCN(Cc2c(F)cccc2F)C1)c1ccn[nH]1 (stereo not drawn)	-11	6	x
17	O=C(NCCCN1CCCC1=O)C(C1CCCC1)N1CCN(C(=O)c2ccc(C(F)(F)F)cc2)CC1 (stereo not drawn)	-6	11	-5
18	Cc1sc2nc(C(C)(C)C)oc(=O)c2c1C	-1	4	-4
19	O=C(CCCc1c[nH]c2ccccc12)NC1CS(=O)(=O)CC1N1CCCCC1 (stereo not drawn)	-2	0	-8
20	O=C(c1ncc[nH]1)N1CCOC(c2ccccc2)C1 (stereo not drawn)	-4	-1	-3
21	COCC(=O)N1CCCC(C(=O)NC2CCCC[C@H]2NC(=O)c2ccc(F)cc2)C1 (stereo partly drawn)	1	1	-3
22	COc1cc(C=C2N=C(c3ccccc3I)OC2=O)ccc1OC(F)F	-5	-6	x
23	COc1ccc(-c2noc(CCC(=O)N3CCc4ccccc43)n2)cc1	-11	2	x
24	CN(Cc1cnccn1)C(=O)CN(c1cccc(F)c1)S(C)(=O)=O	-6	4	-17
25	CCOC(=O)c1nn(-c2ccccc2)c(=O)cc1N1CCc2ccccc2C1	-4	7	x
26	O=C(O)c1ccccc1CN1CCC(N2CCSCC2)CC1	-9	x	-13
27	CCC(C)N(CC(=O)N1CCc2sccc2C1c1ccc(C)cc1)C(=O)c1cc(Cl)cc(Cl)c1 (stereo not drawn)	-5	-4	-5
28	CCCCOc1ccc(C(=O)NCc2nnc(SCc3ccccc3C)n2-c2ccc(Cl)cc2Cl)cc1	0	26	-3
29	CCSc1nc(CC(=O)N2CCN(C(=O)C3CCCO3)CC2)cs1 (stereo not drawn)	-7	-2	-11
30	CCOC(=O)CCC(=O)N(CCOC)CC(=O)N(CCc1c[nH]c2ccccc12)Cc1ccc(C)cc1	-14	x	-6

Rewritten with one line to a screen: entries from further up.
25: CCOC(=O)c1nn(-c2ccccc2)c(=O)cc1N1CCc2ccccc2C1
26: O=C(O)c1ccccc1CN1CCC(N2CCSCC2)CC1

assay / entry	25	26
hcGAS lum	-4	-9
NPYLR7 agonist	7	x
mcGAS inh	x	-13

The list continues.
cpd	smiles	hcGAS lum	NPYLR7 agonist	mcGAS inh
31	COCCc1noc(C2CCCCN2C(=O)c2cccc3ccnn23)n1 (stereo not drawn)	-5	6	-16
32	COc1cccc(Cn2c(=O)c(C(=O)NCc3ccccn3)nn(-c3ccccc3F)c2=O)c1	2	-1	0
33	COc1cn(CC(=O)NCc2ccccc2)c(CN2CCN(C(C)=O)CC2)cc1=O	-6	4	-7
34	Cc1cc(Nc2ccc3c(=O)c(Oc4ccc(F)cc4)c(C)oc3c2)no1	4	3	x
35	CC(C)n1nccc1C(=O)Nc1nc2c(s1)-c1cccc3cccc-2c13	-1	-9	x
36	COCc1c(C(=O)NCC(O)c2ccc(F)c(F)c2)oc2ccccc12 (stereo not drawn)	-8	-1	x
37	NC(=O)CC1CCN(Cc2noc(Cc3ccc(Br)cc3)n2)CC1	-15	-6	x
38	O=C(CCc1ncc(-c2ccc(F)cc2)o1)NC1CCN(C2CCCCCC2)C1 (stereo not drawn)	-14	-4	x
39	CCn1c(=O)c2c(nc3n2CCCN3c2ccc(F)cc2)n(C)c1=O	-11	-3	x
40	CC(NS(=O)(=O)/C=C/c1ccccc1)c1ccc(Cl)c(Cl)c1 (stereo not drawn)	-1	2	x
41	CC1CCCCN1CCNC(=O)N1CCC(OCCN(C)C)CC1 (stereo not drawn)	-5	-6	x
42	O=C(NCC1(Cn2cccn2)CC1)c1ccc(CC2CCCNC2)cc1 (stereo not drawn)	-2	1	-18
43	Cc1cc([N+](=O)[O-])nn1Cc1ccc(C(=O)N2CCSCC2)cc1	1	2	x
44	C#CCOCC(O)CN(Cc1ccc(F)cc1)Cc1ccccc1OC (stereo not drawn)	0	3	1
45	O=C(c1ccco1)N(Cc1ccccc1F)CC1CC(c2ccc(F)cc2)=NO1 (stereo not drawn)	-6	23	-6
46	COC1(C)CC(NC(=O)N(C)C(C)c2ccncc2)C1(C)C (stereo not drawn)	-16	1	-9
47	O=C(O)CCN1C(=O)/C(=C\c2ccc(-c3ccc(Cl)c(Cl)c3)o2)SC1=S	-7	-6	-5
48	CCOCc1ccccc1NCc1nc(C)ccc1O	-6	1	-16
49	COc1ccc(NC(=O)CCC2CCCN(C3CCOCC3)C2)cc1Cl (stereo not drawn)	-5	16	-11
50	Cc1nn(C)c(C)c1CCC(=O)NC1CCCc2c1cnn2-c1ccc(F)cc1F (stereo not drawn)	1	30	-7
51	O=C(NCCc1csc2nc(-c3cccs3)nn12)c1cccc(Br)c1	7	-9	5
52	O=C1NC2(CCN(C(=O)COc3ccccc3)CC2)Nc2ccc(Cl)c(Cl)c21	-6	3	-7
53	CCOc1cc(C(=O)O)c(NC(=O)c2ccc(OC)cc2OC)cc1OC	0	10	-9
54	COc1cc(S(=O)(=O)NCc2cccnc2)ccc1F	-5	11	x
55	CC(C)(CNc1snc(Cl)c1C#N)N1CCOCC1	-16	4	x
56	CCN(CC(=O)NN1C(=O)NC2(CCCCC2)C1=O)Cc1ccccc1	8	0	x
57	CCOc1c(CC)cnc2c1c(=O)n(CC(=O)Nc1cccc(C)c1)c(=O)n2C	-8	-3	x
58	COC(=O)C(c1ccccc1)C1C=CC(NC(=O)c2ccc(F)c(C(F)(F)F)c2)C1 (stereo not drawn)	-3	5	-5
59	CCCn1c(SCCn2c(C)csc2=O)nc2ccccc2c1=O	0	-20	x
60	Cc1ccc(C(=O)n2nc3ccccc3c2N)o1	-7	3	-14

Copied from above: entries 48–52
cpd	smiles	hcGAS lum	NPYLR7 agonist	mcGAS inh
48	CCOCc1ccccc1NCc1nc(C)ccc1O	-6	1	-16
49	COc1ccc(NC(=O)CCC2CCCN(C3CCOCC3)C2)cc1Cl (stereo not drawn)	-5	16	-11
50	Cc1nn(C)c(C)c1CCC(=O)NC1CCCc2c1cnn2-c1ccc(F)cc1F (stereo not drawn)	1	30	-7
51	O=C(NCCc1csc2nc(-c3cccs3)nn12)c1cccc(Br)c1	7	-9	5
52	O=C1NC2(CCN(C(=O)COc3ccccc3)CC2)Nc2ccc(Cl)c(Cl)c21	-6	3	-7

Down the list, as entered above:
NPYLR7 agonist for entries 43–53: 2, 3, 23, 1, -6, 1, 16, 30, -9, 3, 10

Next section:
cpd	smiles	hcGAS lum	NPYLR7 agonist	mcGAS inh
61	COc1ccc(/C=C2\SC(=S)N(CCC(=O)NNC(=O)c3ccccc3O)C2=O)c(OC)c1	10	-6	-6
62	O=S(=O)(C1CC1)N1CCCCC1c1ccc(F)cc1 (stereo not drawn)	0	2	2
63	COc1cccc(C(=O)N(Cc2nccn2Cc2ccccc2F)CC(C)C)c1	4	5	-5
64	CC(C)NC(=O)Cn1nnc(-c2ccccc2)n1	-9	-7	x
65	CN(Cc1ncc(-c2cccc(Br)c2)o1)C1CCCCC1S(C)(=O)=O (stereo not drawn)	-5	2	x
66	Cn1cnnc1SCc1ccc(OCC(F)(F)F)cc1	-8	7	x
67	O=C1NC(c2ccccc2)C(=O)N(CC(=O)N2CCCCC2c2ccccn2)c2ccccc21 (stereo not drawn)	-8	0	x
68	c1coc(CN(Cc2ccsc2)Cc2cccc3cnccc23)c1	-6	-3	-11
69	COc1ccccc1-n1c(SCc2ccc(C(=O)NCc3ccco3)cc2)nnc1-c1ccccc1Cl	-4	1	-4
70	COc1ccc(C=C2SC(=S)NC2=O)cc1OC	7	1	28
71	O=C(NCCc1ccccn1)c1ccc(C(F)(F)F)nc1	-17	9	x
72	Cc1noc(C)c1C12CC3CC(CC(CC(=O)NN)(C3)C1)C2	-3	0	x
73	c1ccc(-c2ncn(C3CCNC3)c2-c2ccc(OCc3ccccn3)cc2)cc1 (stereo not drawn)	-1	-3	-9
74	COCCN(Cc1nccn1Cc1ccccc1C)S(=O)(=O)c1ccc(C)cc1	-7	15	-6
75	COc1ccccc1-c1nc2c(C)cccn2c1NC(C)(C)CC(C)(C)C	-7&-3	-6	-7&-3
76	CC(C)CC(NC(=O)c1ccc(S(C)(=O)=O)cc1)c1cccc(C(F)(F)F)c1 (stereo not drawn)	-4	3	x
77	COc1ccc(CNC(=O)c2cccnc2N2CCN(C(=O)c3cccc(N(C)C)c3)CC2)cc1	4	5	1
78	COCc1ccc(C(=O)N2CC(=O)N(Cc3ccccn3)CC(OCc3cccc(OC)c3)C2)o1 (stereo not drawn)	-27	18	-8
79	CSCCC(C(=O)O)N1C(=O)/C(=C/c2cccc(O)c2)SC1=S (stereo not drawn)	1	-5	13
80	Cn1cc(-c2ccc(-c3nc(Cc4ccc(F)cc4)no3)cn2)cn1	-7	0	x
81	Cc1ccc(C)c(C(C)NC(=O)COc2ccccc2C#N)c1 (stereo not drawn)	-2	-1	x
82	CCCSc1ncccc1C(=O)NCc1cccs1	-6	-6	-6
83	COc1ccc(-n2c(-c3ccc(Cl)cc3)n[nH]c2=S)cc1	-4	-4	-5
84	CCN(CC)C(=O)Cn1nc(-c2ccc(F)cc2)c2sc(C)nc2c1=O	0	-2	-9
85	CCc1c(C)nc(SCc2nc(-c3ccc(C)cc3)oc2C)[nH]c1=O	-4	1	-6
86	CC(Oc1ccc(F)c(F)c1)C(=O)NC1CS(=O)(=O)c2ccccc21 (stereo not drawn)	5	-3	x
87	Cc1ccc(N2CC(C(=O)NCC3CCN(S(=O)(=O)C4CC4)CC3)CC2=O)cc1C (stereo not drawn)	-2	-9	x
88	O=C1CC(c2ccccc2)CC2=Nc3ccccc3NC(c3ccccc3[N+](=O)[O-])C12 (stereo not drawn)	-2	-1	-6
89	CCOC(=O)C1(Cc2ccc(OC)cc2)CCN(C(=O)c2ccc3oc(C)cc3c2)CC1	-3	6	x
90	CCn1c(C2CCN(C(=O)c3ccc4cccnc4n3)CC2)nn(C)c1=O	-6	0	-17

Further structures follow:
cpd	smiles	hcGAS lum	NPYLR7 agonist	mcGAS inh
91	CN(C(=O)CCn1[nH]c(=O)c2ccccc2c1=O)c1nc2ccccc2s1	-7	0	-6
92	CCn1c(CC2CCN(Cc3ccc(-c4ccn[nH]4)o3)CC2)nn(C)c1=O	-3	14	x
93	CCCc1c(C(=O)O)cnn1-c1cccc(Cl)c1	0	15	-3
94	COCCn1cc(C(=O)NCCc2cccc(OC)c2)c2nn(-c3ccccc3)c(=O)c-2c1	-6	5	-6
95	CN(CC1COCCO1)C(=O)c1nccc2ccccc12 (stereo not drawn)	-4	1	-12
96	Cn1nc(-c2ccccn2)c2c1NC(=O)CC2c1nc2c(s1)CCCC2 (stereo not drawn)	-4	-6	-12
97	COc1ccc(NC(=O)CNC(=O)CNC2CCCCC2)cc1	-8	-6	-7
98	Oc1c(Cl)cc(Cl)c2ccc(/C=C/c3cccnc3)nc12	-4	-4	x
99	COc1ccc(-c2nnc(NC(=O)C(Cc3ccccc3)NC(=O)Nc3c(C(C)C)cccc3C(C)C)s2)cc1 (stereo not drawn)	0	-1	-5
100	CCC(C)N(CC)C(=O)c1ccc2n[nH]nc2c1 (stereo not drawn)	-5	2	-12
